E-sel inducer: induces E-selectin expression in human endothelial cells; activation, % at 7.58 µM; P16581; AID 686992; 0.37% of 260,000 active; HUVEC E-selectin immunofluorescence imaging; normalized: neutral wells 0, TNF-alpha wells 100;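 active = mean E-selectin-positive cell signal at least 10% of the positive control, reached in at least 60% of replicates, without over 20% cell loss; inconclusive = no rule given, readout overlaps actives, possibly toxicity-flagged; inactive = the rest, including those meeting only one limit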;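 also: in these data hits start at about 27%; measured in HUVEC primary endothelial cells; signal is the percent of cells scored E-selectin positive by PE staining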
Target sequence (P16581 whole entry, looked up): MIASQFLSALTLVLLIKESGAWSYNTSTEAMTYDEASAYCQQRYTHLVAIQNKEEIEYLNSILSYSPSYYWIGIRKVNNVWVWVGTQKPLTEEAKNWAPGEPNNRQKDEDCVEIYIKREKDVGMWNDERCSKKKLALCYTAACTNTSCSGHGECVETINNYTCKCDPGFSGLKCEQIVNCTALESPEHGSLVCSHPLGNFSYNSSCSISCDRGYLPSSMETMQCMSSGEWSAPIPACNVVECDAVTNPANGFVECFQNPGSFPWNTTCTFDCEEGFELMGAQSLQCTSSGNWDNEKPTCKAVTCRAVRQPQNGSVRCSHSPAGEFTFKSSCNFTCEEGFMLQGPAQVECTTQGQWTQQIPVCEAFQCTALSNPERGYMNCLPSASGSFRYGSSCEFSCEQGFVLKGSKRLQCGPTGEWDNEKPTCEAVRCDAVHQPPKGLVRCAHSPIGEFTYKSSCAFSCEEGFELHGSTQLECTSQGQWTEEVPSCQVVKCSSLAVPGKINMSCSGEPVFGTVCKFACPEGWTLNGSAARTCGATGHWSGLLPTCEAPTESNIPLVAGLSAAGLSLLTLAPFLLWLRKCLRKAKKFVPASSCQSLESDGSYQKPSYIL
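Test system: HUVEC; input: 3,000 HUVEC/well; measured by: immunofluorescence imaging; read-out: % PE-positive cells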
Statin myotox sup: protects C2C12 myotubes from simvastatin toxicity; ATP luminescence, 48 h; scaled: DMSO 0, geranylgeraniol control 100; rescue of ATP level, % at 7.49 µM; 0.78% of 330,000 active; AID 602340;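 active = mean ATP rescue above about 67%, or every replicate alone reaching that limit, limit read from the data, passing the limit was not always enough; inconclusive = no clear call, values can overlap the other calls; inactive = mean under the limit and some replicate under it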;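 also: myotubes were challenged with 10 µM simvastatin during compound exposure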
S100A4 inh HTS: inhibitors of human S100A4 binding to myosin IIA peptide. P26447. S100A4/TAMRA-MyoIIA peptide fluorescence polarization. inhibition, % at 10.7 µM. 0.14% of 360,000 active. AID 652163;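 active = mean inhibition of at least 70% across replicates, with every replicate also reaching that level; inconclusive = mean inhibition reaches 70% but some replicates fall short; inactive = mean inhibition below 70%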
Target sequence (P26447 whole entry, looked up): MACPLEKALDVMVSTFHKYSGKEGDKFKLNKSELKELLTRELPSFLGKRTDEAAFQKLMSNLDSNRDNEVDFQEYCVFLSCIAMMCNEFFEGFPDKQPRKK
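Assay system: human S100A4 monomer with TAMRA-labelled myosin IIA peptide / Buffer or medium: Calcium-containing HEPES buffer, pH 7.2 / Reagent: TAMRA-labelled myosin IIA heavy-chain peptide probe, 5 nM / Compound: one dose per compound / Timing: polarization read 5 min after assay mix addition, stable 5–60 min / Benchmarks: neutral control DMSO, positive control TFP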
ERp5 block: ERp5 (human) disulfide isomerase inhibition; inhibition, % at 9.99 µM; 0.05% of 350,000 active; AID 651711; ERp5 insulin aggregation, absorbance 650 nm, 90 min;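 active = mean replicate inhibition above about 25%, with every replicate also reaching it, limit read from the data, passing the limit was not always enough; inconclusive = only one of those two criteria met; inactive = neither criterion met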
PglD inh: PglD (C. jejuni) enzyme inhibition; purified PglD enzyme, DTNB colorimetric CoA detection; 0.098% of 360,000 active; AID 602405; inhibition, % at 12.5 µM; in the data active = inhibition above about 16%, passing the limit was not always enough; inconclusive = no clear call, values can overlap the other calls; also: strong numbers were not always called active
SIRT5 inh: inhibitors of human sirtuin-5 desuccinylase; Q9NXA8; Purified SirT5, succinyl-peptide AMC, trypsin-coupled fluorescence; inhibition, % at 15 µM; 1.1% of 330,000 active; AID 652115; in the data active = inhibition above about 15%; inconclusive = no clear call, values can overlap the other calls
Target sequence (Q9NXA8 whole entry, looked up): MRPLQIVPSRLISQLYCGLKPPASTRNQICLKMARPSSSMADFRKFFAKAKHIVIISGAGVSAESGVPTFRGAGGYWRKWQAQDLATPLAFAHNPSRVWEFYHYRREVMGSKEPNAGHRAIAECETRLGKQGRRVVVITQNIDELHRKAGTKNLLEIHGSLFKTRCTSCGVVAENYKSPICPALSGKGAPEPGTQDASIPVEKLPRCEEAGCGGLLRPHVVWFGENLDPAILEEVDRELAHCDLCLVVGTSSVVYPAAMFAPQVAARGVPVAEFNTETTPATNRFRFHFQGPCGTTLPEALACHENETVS
DENV2 CPE: DENV2-induced cell death inhibition; DENV2-infected cells, cytopathic effect rescue, plate reader; CPE inhibition, % at 9.99 µM; 1.7% of 350,000 active; in the data active = CPE inhibition above about 20%, passing the limit was not always enough; inconclusive = no clear call, values can overlap the other calls; tested in BHK-21 cells;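 also: 0% = median of neutral control wells and 100% = median of positive control wells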
* = called active by the depositor; ? = inconclusive; . = not tested or not shown.

SMILES	E-sel inducer	Statin myotox sup	S100A4 inh HTS	ERp5 block	PglD inh	SIRT5 inh	DENV2 CPE
Cc1ccc(Nc2nc(CSc3n[nH]c(N)n3)cs2)cc1	.	-39	-7	14	5	0	-3
O=C(N/N=C/c1ccc([N+](=O)[O-])cc1)c1cc(C2CC2)nc2ccccc12	0.3	-1	-4	4	3	-3	-3
COCC#Cc1cnc2c(c1)C(=O)N([C@@H](C)CO)C[C@@H](C)[C@H](CN(C)C(=O)Nc1ccccc1OC)O2	0.0	6	5	-5	2	13	-2
CCOCCn1c(N2CCN(c3ccc(OC)cc3)CC2)nc2c1c(=O)[nH]c(=O)n2C	.	103*	12	7	-1	11	.
Nc1n[nH]c(-c2ccccc2)c1-c1ccccc1	.	-9	-5	-14	33*	-1	-11
Cc1occc(=O)c1OCc1ccccc1	.	.	5	1	.	-2	-8
Cc1ccc(C(=O)NCC(=O)NCC(=O)OCc2ccc(Cl)cc2)cc1	.	.	-1	2	5	.	12
CC(=O)Nc1ccc(NC(=O)C2Cc3c(-c4ccc(Cl)cc4)ccnc3O2)cc1 (centres undefined)	0.0	-9	0	17	-4	-1	13
CC(=O)N/C(=C\c1ccccc1)C(=O)NCc1ccc2c(c1)OCO2	0.4	6	-7	-5	-13	2	11
CN1NC(c2ccccc2)NN(C)C1=O	-0.1	.	1	3	.	-3	5
CO[C@H]1CN(C)C(=O)c2ccc(NC(=O)C3CC3)cc2OC[C@@H](C)N(C(=O)c2ccccn2)C[C@H]1C	-0.1	-7	-2	2	1	0	8
Cc1ccc(S(=O)(=O)n2c3ccc(Cl)cc3c3nc(C)sc32)cc1	0.0	-3	11	0	.	0	6
C[C@H](CO)N1C[C@H](C)[C@@H](CN(C)Cc2ccc(C(=O)O)cc2)Oc2cc(C#CCC3CCCC3)ccc2S1(=O)=O	.	-22	-9	-2	6	14	3
O=C(O)C1=CC2C=C(Cl)C=CC2OC1=O (centres undefined)	-0.2	2	4	6	11	-2	?
OC(c1ccc(Cl)c(F)c1)c1ncc(-c2ccccc2F)[nH]1 (centres undefined)	0.9	-3	4	0	2	1	-4
COC(=O)c1ccccc1S(=O)(=O)NNC(=O)C12CC3CC(CC(C3)C1)C2	-0.5	3	-9	-4	.	0	-3
CS(=O)(=O)Cc1cccc(C(=O)NN(c2ccccc2)c2ccccc2)c1	.	5	-4	6	7	-2	6
CCCC(C)CO (centres undefined)	.	3	23	0	-1	.	-22
NC(=O)c1ccc(-c2nnc(Nc3ccc(S(N)(=O)=O)cc3)c3ccccc23)cc1	-0.2	-3	-2	6	8	-5	-2
COc1ccc(-c2nc3c(Br)c(N)c(Br)cc3o2)cc1	.	.	1	-5	0	-2	1

11 compounds from above, sorted by molar mass, lowest first:
SMILES	E-sel inducer	Statin myotox sup	S100A4 inh HTS	ERp5 block	PglD inh	SIRT5 inh	DENV2 CPE
CN1NC(c2ccccc2)NN(C)C1=O	-0.1	.	1	3	.	-3	5
O=C(O)C1=CC2C=C(Cl)C=CC2OC1=O (centres undefined)	-0.2	2	4	6	11	-2	?
OC(c1ccc(Cl)c(F)c1)c1ncc(-c2ccccc2F)[nH]1 (centres undefined)	0.9	-3	4	0	2	1	-4
CC(=O)N/C(=C\c1ccccc1)C(=O)NCc1ccc2c(c1)OCO2	0.4	6	-7	-5	-13	2	11
Cc1ccc(C(=O)NCC(=O)NCC(=O)OCc2ccc(Cl)cc2)cc1	.	.	-1	2	5	.	12
Cc1ccc(S(=O)(=O)n2c3ccc(Cl)cc3c3nc(C)sc32)cc1	0.0	-3	11	0	.	0	6
COc1ccc(-c2nc3c(Br)c(N)c(Br)cc3o2)cc1	.	.	1	-5	0	-2	1
CC(=O)Nc1ccc(NC(=O)C2Cc3c(-c4ccc(Cl)cc4)ccnc3O2)cc1 (centres undefined)	0.0	-9	0	17	-4	-1	13
NC(=O)c1ccc(-c2nnc(Nc3ccc(S(N)(=O)=O)cc3)c3ccccc23)cc1	-0.2	-3	-2	6	8	-5	-2
CO[C@H]1CN(C)C(=O)c2ccc(NC(=O)C3CC3)cc2OC[C@@H](C)N(C(=O)c2ccccn2)C[C@H]1C	-0.1	-7	-2	2	1	0	8
C[C@H](CO)N1C[C@H](C)[C@@H](CN(C)Cc2ccc(C(=O)O)cc2)Oc2cc(C#CCC3CCCC3)ccc2S1(=O)=O	.	-22	-9	-2	6	14	3

Carrying on:
SMILES	E-sel inducer	Statin myotox sup	S100A4 inh HTS	ERp5 block	PglD inh	SIRT5 inh	DENV2 CPE
C[C@H]1CN([C@@H](C)CO)C(=O)c2cc(C3=CCCC3)cnc2O[C@@H]1CN(C)Cc1ccccc1	0.5	17	-4	-4	0	9	-3
Oc1cc(O)cc(-c2cc3ccc(O)cc3o2)c1	.	11	2	-1	-2	.	-7
COC(=O)Nc1nnc(/C=C/c2ccccc2)s1	-1.7	.	0	-1	.	-6	?
CCCCC(=O)NC(=S)Nc1cccc(NC(=O)c2ccccc2)c1	.	.	-6	6	.	-2	-1
CCC1CCCCN1S(=O)(=O)c1ccc(NC(=O)c2nc(S(C)(=O)=O)ncc2Cl)cc1 (centres undefined)	-0.9	-665	1	11	2	-2	3
CCN(CC(=O)Nc1cc(Cl)ccc1C)C(=O)Cc1ccsc1	.	2	-10	-1	5	-2	-2
C[C@@H]1CN([C@H](C)CO)C(=O)Cc2cc(NC(=O)CCN3CCOCC3)ccc2O[C@H]1CN(C)S(=O)(=O)c1ccc(Cl)cc1	-0.2	1	2	-5	6	13	1
CC(C)CCNC(=O)NC(=O)COC(=O)c1cc(S(=O)(=O)N2CCOCC2)ccc1N1CCCCC1	-1.7	-3	.	.	-7	.	.
CCC1=NN(C(=O)c2cccc([N+](=O)[O-])c2)C(O)(c2ccc(C)cc2)C1 (centres undefined)	0.1	-2	-2	4	4	-2	6
CCOc1cc(/C=N/NC(=O)C(=O)NCc2cccnc2)ccc1O	16	2	0	8	-2	1	?
CC1CCN(c2nc3c(cc2C#N)COC(C)(C)C3)CC1	0.6	-1	-3	-9	-3	1	13
C[C@@H](O)C#Cc1cnc2c(c1)C(=O)N([C@@H](C)CO)C[C@H](C)[C@H](CN(C)C(=O)c1ccncc1)O2	-0.3	15	-5	1	0	-3	7
COc1cc(-c2cc(C(=O)Nc3ccc(N4CCOCC4)cc3)c3ccccc3n2)cc(OC)c1OC	.	.	3	3	6	-2	-2
COCC#Cc1ccc2c(c1)O[C@H](CN(C)S(=O)(=O)c1cccc(F)c1)[C@H](C)CN([C@@H](C)CO)S2(=O)=O	-0.3	-18	-17	-1	-3	2	-7
c1ccc(-c2nc(NCc3cccnc3)c3ccccc3n2)cc1	.	.	0	-1	3	0	1
CC(C)NC(=O)c1ccc(COc2cccc3ccccc23)o1	-0.2	-1	-7	3	1	-2	6
C#CCN(Cc1ccco1)C(=O)c1nnc2c3ccccc3n(S(=O)(=O)c3ccccc3)c2n1	0.2	.	3	-2	.	.	13
COc1cccc(-c2ccc3c(c2)[C@H]2[C@H](CCN2S(=O)(=O)c2ccccc2C)[C@H](CO)N3C)c1	-0.5	-19	-2	2	-2	7	-1
CN(C)C(=O)C[C@@H]1C=C[C@@H](NS(=O)(=O)c2ccccc2)[C@@H](CO)O1	-0.1	-5	-18	-4	0	-5	?
O=C(N[C@H]1CC[C@@H](CCn2cc(Cc3ccccc3)nn2)O[C@@H]1CO)c1ccccn1	-0.2	2	3	2	-1	1	13
O=C(C[C@H]1C=C[C@H](NC(=O)Nc2ccc(C(F)(F)F)cc2)[C@H](CO)O1)NCc1cc(F)cc(F)c1	0.0	-2	13	-5	1	-2	-11
Cc1ccccc1S(=O)(=O)N1CC[C@@H]2[C@H](CO)Nc3ccc(-c4ccc(C#N)cc4)cc3[C@@H]21	-0.3	2	-6	-1	4	4	25*
C[C@H](CO)N1C[C@H](C)[C@@H](CN(C)Cc2ccc(Cl)c(Cl)c2)Oc2ccc(NC(=O)C3CCCCC3)cc2CC1=O	-0.1	132*	-20	5	-3	2	?
Cc1cccc(NC(=O)CNC(=O)c2cc(C3CC3)nn2-c2ccccc2)c1C	-0.9	20	-6	0	3	0	6
O=C(CSc1nc2ccccc2c(=O)n1-c1ccccc1)Nc1ccc2c(c1)CCC2	1.9	5	1	6	1	-1	-3
Cc1noc(C)c1NC(=O)Nc1ccc2c(c1)CC(=O)N([C@@H](C)CO)C[C@H](C)[C@@H](CN(C)C(=O)Nc1ccccc1)O2	0.1	-13	9	0	2	1	83*
CCCCn1c(N)c(N(CCC(C)C)C(=O)c2cc(CC)c(C)s2)c(=O)[nH]c1=O	-0.1	.	-2	0	.	-3	-5
Cc1cccc(Nc2nc3c(S(=O)(=O)c4ccccc4)nnn3c3ccccc23)c1	1.6	.	-1	-9	-1	-4	0
CC(=O)N1CCN(C(=O)c2cc(S(=O)(=O)NCc3ccccc3)ccc2C)CC1	.	2	-1	5	3	2	-6
CCC(C)Oc1nc2c(c(=O)n(C)c(=O)n2C)n1C (centres undefined)	-0.1	2	12	0	-2	-3	-5
CC(=O)N(C)c1ccc(N=Nc2c(C)[nH]n(-c3ccccc3)c2=O)cc1	.	3	-17	0	-3	1	2
COc1ccc(CN(C)C[C@@H]2Oc3ccc(NC(=O)NC(C)C)cc3CC(=O)N([C@@H](C)CO)C[C@H]2C)cc1	-4.3	7	1	-1	-6	6	-6
COC(=O)[C@@]12C[C@@H](CC(=O)N3CCN(C(=O)C4CC4)CC3)C(=O)N(Cc3ccc4c(c3)OCO4)C1=CCC(C)(C)C2	0.0	.	2	-2	.	2	14
COc1ccc(Br)cc1CNC(=O)Cc1cccs1	0.2	10	4	-2	12	0	?
Cc1cccc2nc(CSC(=N)N)c(Br)n12	.	.	1	-1	.	.	0
CC(=O)NC(c1ccc(F)c(F)c1)c1nc(-c2ccncc2)cs1 (centres undefined)	0.5	1	0	-1	-1	-3	?
CN1c2ccc(-c3cccc(C#N)c3)cc2[C@H]2[C@H](CCN2S(=O)(=O)c2ccccc2)[C@H]1CO	0.2	-9	-1	0	2	3	-8
CC(OC(=O)Cn1cnc2c1c(=O)n(C)c(=O)n2C)C(=O)NC1(C#N)CCCCC1 (centres undefined)	.	4	-6	-2	4	-4	7
CN(C)C(=O)[C@@H]1[C@@H](CO)[C@@H]2Cn3c(ccc(C4=CCCC4)c3=O)[C@@H]2N1Cc1ccccn1	0.5	6	6	8	5	9	1
COc1ccc2[nH]c(C(=O)O)c(NS(=O)(=O)c3ccc(C)cc3C)c2c1	.	-7	4	1	-1	0	-4
CO[C@H]1CN(C)C(=O)c2cc(NC(=O)NC3CCCCC3)ccc2OC[C@H](C)N(C(C)=O)C[C@@H]1C	0.0	-8	38	5	1	-4	-3
C[C@H]1CN([C@@H](C)CO)C(=O)c2cc(NC(=O)Nc3ccc(C(F)(F)F)cc3)ccc2O[C@@H]1CN(C)Cc1ccc(-c2ccccc2)cc1	0.6	.	-7	5	2	0	-1
Cc1nc(C)c(-c2ccn(C(=O)NC(C)C)n2)s1	4.4	.	-2	2	3	2	4
CCC(C)n1c(SCC(=O)Nc2ccc3[nH]c(=O)[nH]c3c2)nc2ccccc2c1=O (centres undefined)	-1.5	2	-2	3	2	2	4

An excerpt. The share of hits here may be higher or lower than overall.
